Compound activity: PubChem, National Center for Advancing Translational Sciences (NCATS)
LmPK inh – LmPK (Leishmania mexicana) enzyme inhibition; Q27686; AID 1721; purified LmPK, Kinase-Glo ATP luminescence, 1 h; Potency, µM (top dose mostly 57.5 µM), inactives show top-dose activity change, negative = inhibition, usual class: inhibitors; 290,000 compounds, 0.37% hits; further: potency means the concentration at half of the fitted maximal effect; on the % scale 0 is the no-effect control and ±100 the full control effect
Target sequence (Q27686 whole entry, looked up): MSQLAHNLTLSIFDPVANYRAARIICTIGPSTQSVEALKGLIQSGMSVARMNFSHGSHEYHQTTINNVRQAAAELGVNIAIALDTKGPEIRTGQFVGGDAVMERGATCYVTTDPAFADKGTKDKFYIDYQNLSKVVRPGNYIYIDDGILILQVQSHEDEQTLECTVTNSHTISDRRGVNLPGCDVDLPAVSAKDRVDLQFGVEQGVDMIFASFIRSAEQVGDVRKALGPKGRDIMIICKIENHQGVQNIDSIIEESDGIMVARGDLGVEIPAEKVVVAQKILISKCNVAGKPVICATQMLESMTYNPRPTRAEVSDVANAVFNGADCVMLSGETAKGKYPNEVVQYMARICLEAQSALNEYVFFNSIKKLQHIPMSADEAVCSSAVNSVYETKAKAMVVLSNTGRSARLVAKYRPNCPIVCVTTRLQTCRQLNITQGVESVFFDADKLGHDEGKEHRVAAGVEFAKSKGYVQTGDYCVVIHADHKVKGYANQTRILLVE
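Pyruvate kinase activity monitored as ATP production (luciferase luminescence). Conditions: 0.1 nM enzyme, 0.5 mM PEP, 0.1 mM ADP, 1 h, RT; normalized against uninhibited and no-enzyme wells.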
Pf growth 96h – inhibits malaria parasite growth, 96 h; P. falciparum luciferase reporter growth, 96 h; Potency, µM (titrated, usually from 28.7 µM), without a hit: top-dose activity change, negative = inhibition, actives largely listed as inhibitors; 320,000 compounds, 6.9% hits; AID 504834; further: potency means the concentration at half of the fitted maximal effect; on the % scale 0 is the no-effect control and ±100 the full control effect
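Infected RBCs, 2% Hct / 0.05% parasitemia final; luciferase-reporter P. falciparum; cpd 96 h, 37 C, 5% CO2; luciferase detection reagent; luminescence.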
Cycloheximide cs – counter-screen hit for Shiga toxin inhibitors, cycloheximide; cell reporter, cycloheximide protein synthesis inhibition counterscreen; max response, %; 300,000 compounds, 12% hits; in the data active means max response mostly above about 13%, no sharp cut-off; inactive means mostly below about 14%; further: read at 38.3 µM for the half of the compounds with a filed dose; 0% is about no effect
TbPYK inhibitor – T. brucei pyruvate kinase inhibition. Q57TT1. TbPYK enzyme, Kinase-Glo Plus ATP luminescence, 45 min. Potency, µM (series often up to 76.8 µM), for the others: at the top dose activity, negative = inhibition, most hits filed as inhibitors. 410,000 compounds, 0.12% hits. AID 624173; further: potency means the concentration at half of the fitted maximal effect; on the % scale 0 is the no-effect control and ±100 the full control effect; nearly all actives have a fitted effect of over 50% in size
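ADP (130 uM final) triggers the TbPYK reaction after compound addition; incubation is 45 min at room temperature. Kinase-Glo Plus is then added and luminescence imaged. Normalized data are fitted to concentration-effect curves.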
AMA1-RON2 inh – inhibitors of Plasmodium falciparum AMA1-RON2 interaction | AID 720542 | Potency, µM (titrated, usually from 58.2 µM), for inactives: at the highest dose activity change, negative = inhibition, actives largely listed as inhibitors | 360,000 compounds, 0.2% hits | AlphaScreen AMA1-biotinylated RON2 peptide binding;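 further: potency means the concentration at half of the fitted maximal effect; 0% = vehicle wells and -100% = peptide control; nearly all actives have a fitted effect of over 45% in size; some results filed as inactive show a strong effect at the top dose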
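AMA1 (3D7) with his tag at 25 nM final met compounds first, then biotinylated RON2 peptide at 25 nM; detection used donor plus acceptor beads, 10 µg/mL apiece, read by AlphaScreen after 30 min at room temperature.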
Shiga inhibitor – inhibitors of Shiga toxin in Vero cells. Vero cells, Shiga toxin protein synthesis inhibition reporter. AID 2315. inhibition, % at 38.7 µM. 290,000 compounds, 9.2% hits; in the data active means inhibition mostly above about 28%, no sharp cut-off; inactive means mostly below about 43%; further: 0% is about no effect
Pf growth 48h – P. falciparum growth inhibition at 48 hours (one generation); P. falciparum luciferase growth in erythrocytes, 48 h; 310,000 compounds, 5.9% hits; Potency, µM (highest dose often 28.7 µM), without a hit: top-dose activity change, negative = inhibition, hits mostly inhibitors; further: potency means the concentration at half of the fitted maximal effect; on the % scale 0 is the no-effect control and ±100 the full control effect
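First compound was added to culture medium, then infected red cells at 0.1% parasitemia and 2% hematocrit (final). After incubation at 37 C under 5% CO2, luciferase detection reagent was dispensed and light output recorded.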
An asterisk follows results filed as active; i = inactive; ? = inconclusive; . = no result given; [ ] = remark or other dose. Unless noted, the call rests on the fitted dose curve; in most records, active means well fitted curve in the direction sought with a large enough effect; inconclusive means small, poorly fitted or top-dose-only effect, or another doubt; inactive means no such curve, though single readings can be large; an effect the other way counts as inactive or inconclusive.

Under each structure: AMA1-RON2 inh, Shiga inhibitor, Pf growth 48h, TbPYK inhibitor, LmPK inh, Cycloheximide cs, Pf growth 96h
COCCn1c(SCC(=O)NC(=O)NC(C)(C)C)nc2ccccc21
    4.4%, -3.3, -15.1%, -0.5%, -4.5%, -1.5, .
CN(C)CCn1cnc2c(c1=N)C(c1ccccc1)c1ccc3ccccc3c1O2 (centres undefined)
    -12.4%, 2.4, 5.22µM*, 2.2%, 2.3%, -3.1, 5.22µM*
O=S(=O)(c1ccc(Cl)cc1)N1CCN(C(=S)NCC2CCCO2)CC1 (centres undefined)
    -11.1%, -4.7, 0.928µM*, -0.2%, -6.6%, 0.3, -10.2%
CCn1c(C(C#N)/C(=N\S(=O)(=O)c2cccs2)c2ccccc2)nc2ccccc21 (centres undefined)
    -1.9%, 1.3, -1.5%, -2.8%, -1.2%, -1.8, 23.4%
Cc1cccc(NC(=O)c2c(O)c3ccccc3n(C)c2=O)c1
    94.4%[activator], ., 125.4%[activator], -1.8%, -0.2%, 24.9*, -11.2%
Cc1ccc(C)c2sc(NC(=O)c3ccc(N4CCCCC4)c([N+](=O)[O-])c3)nc12
    -4.0%, 34.8, 2.62µM*, -3.5%, 1.4%, -1.6, ?
COc1cc([N+](=O)[O-])cc(/C=N/NC(=O)Cn2nc(C)cc2C)c1O
    33.2%[activator], 1.5, 6.4%, -6.7%, 1.5%, 2.9, 23.4%
O=C(Nc1cccnc1)c1cc(S(=O)(=O)N2CCOCC2)ccc1Br
    6.8%, 22.2, 5.5%, -4.4%, -6.9%, 1.2, 31.4%[activator]
Cc1cccc(Nc2nc(-c3ccccn3)cs2)n1
    -71.1%, 63.1*, ?, 2.0%, -13.2%, 36.7*, 27.4%
CC(=O)Nc1cccc(C2=CC(c3ccco3)n3ncnc3N2)c1 (centres undefined)
    ., 1.6, 2.4%, ., 2.8%, 7.0, -20.9%
OCCC1CN(Cc2cc3c(cc2Cl)OCO3)CCN1C1CCCCC1 (centres undefined)
    1.7%, 4.3, ?, -0.6%, 9.3%, -2.3, ?
O=C(CC1S/C(=N/N=C/c2cccs2)NC1=O)Nc1ccc(Cl)cc1 (centres undefined)
    46.7%[activator], -3.5, -4.9%, -1.4%, 1.2%, 1.4, 1.85µM*
C=CCn1c(SCC(=O)NCC)nnc1-c1cc2c(s1)CCC(CC)C2 (centres undefined)
    -14.0%, 93.8*, 28.7%, 2.9%, 3.0%, 41.6*, 12.5%
COC(=O)C1=C(N)N(c2ccc(F)cc2)C2=C(C(=O)CCC2)C1c1ccc2c(c1)OCO2 (centres undefined)
    -4.8%, -1.6, 10.4µM*, 1.2%, -8.5%, -2.2, 65.3%[activator]
N/C(=N\OC(=O)COc1ccc2ccccc2c1Br)c1ccccn1
    34.6%[activator], 119.0*, 160.3%[activator], 4.4%, -1.5%, 55.8*, -17.8%[1.15 µM]
NNC(=O)COc1cccc(C(F)(F)F)c1
    27.5%, -10.7, 17.1%, 6.1%, 5.6%, -1.1, -0.2%
Cc1cc(/C=C(\C#N)C(=O)OCC(=O)NC(=O)NC(C)(C)C)c(C)n1CCC(C)C
    -8.8%, 14.3, -8.9%, 6.8%, 4.1%, 20.7, .
FC(F)(F)c1nc(=S)c2ccccc2[nH]1
    -11.9%, -2.7, 34.3%[activator], ?, -28.7%, 1.0, ?
CCOC(=O)Cc1ncccc1C(=O)Nc1ccc(OC(F)(F)F)cc1
    0.3%, -7.4, ?, -8.5%, 10.7%, -7.1, ?
O=C(Cn1nnc(-c2ccc(N3CCOCC3)cc2)n1)N1CCOCC1
    -1.0%, 33.6*, 129.0%[activator], -3.0%, -4.6%, 34.4*, 267.5%[activator]
COc1cc2ncc(S(=O)(=O)c3ccccc3)c(N3CCC4(CC3)OCCO4)c2cc1OC
    -7.7%, -11.2, ?, 0.2%, 17.3%, -1.2, 17.1%
COc1ccc(-c2nn(-c3ccccc3)cc2/C=N/Nc2ccccn2)cc1
    ., -12.4, ?, ., -1.3%, -2.5, ?
COc1cc(C)c(NC(=S)Nc2cccc(Cl)c2C)cc1OC
    10.1%, -8.0, 12.1%, -12.3%, 4.5%, -2.5, 0.0%
Cn1ncc(Br)c1C(=O)N1CCCCCC1
    -0.8%, -14.1, 2.0%, -1.9%, -1.0%, -2.6, -28.3%
CCOc1ccc(C2C(C(N)=O)=C(C)Nc3ncnn32)cc1OC (centres undefined)
    8.9%, -19.6, -4.0%, -5.2%, 1.3%, -3.9, 27.0%
Cc1cccc(Oc2nc(-c3ccccc3)cc(C)c2S(C)(=O)=O)c1C
    5.4%, -4.1, ?, 1.9%, 2.1%, -0.9, .
COc1cccc(NS(=O)(=O)c2ccc3c(c2)n(C)c(=O)c(=O)n3C)c1
    -4.9%, -5.5, ?, -19.8%, -5.7%, 0.3, 10.1%
COc1ccc(CN2CCc3c([nH]c4ccccc34)C2)c(OC)c1C
    ?, -5.9, ?, -3.2%, -6.2%, -2.7, ?
O=C(COC(=O)Cc1ccccc1)Nc1ncc(Cl)cc1Cl
    16.4%, -8.0, ., -2.8%, -1.0%, 7.5, 9.5%
COc1ccc(CCNC(=S)N2CCC(C(=O)c3ccc(F)cc3)CC2)cc1OC
    -5.3%, -12.3, ?, -5.7%, 0.0%, 1.7, 9.7%
C=CCn1c(N)c(C(=O)OCC(C)C)c2nc3ccccc3nc21
    20.3%, -16.8, ?, 0.0%, 2.7%, -7.0, 39.3%[activator]
O=c1c2ccccc2cnn1Cc1cccc(Br)c1
    7.0%, 12.7, 28.2%, -3.9%, 8.4%, 11.5, 27.9%
CC(C)(C)CC(=O)Nc1nnc(SCC(=O)NC2CCCCC2)s1
    3.1%, 0.7, ?, -7.2%, 0.7%, -7.4, 3.7%
Cc1c(Cl)cccc1N(CC(=O)NC(C)c1ccccc1)S(C)(=O)=O (centres undefined)
    6.5%, -13.5, 6.3%, -1.8%, -1.4%, -1.3, ?
O=C(CC1(O)C(=O)Nc2ccccc21)c1ccc(-n2cccc2)cc1 (centres undefined)
    -4.9%, 15.3, -16.1%, 7.2%, 2.2%, 6.8, ?
[N-]=[N+]=NCc1cn2cccnc2n1
    11.3%, -21.9, 32.3%[activator], 5.9%, -0.2%, -2.3, 39.0%[activator]
Cc1ccc(C)c(N2CCN(C(=O)C3CCCCN3S(=O)(=O)c3ccc(F)cc3)CC2)c1 (centres undefined)
    -1.5%, -0.9, ?, -7.3%, 3.0%, -4.8, .
COc1ccc(-c2nnc(N(C)C(=O)c3ccco3)s2)cc1OC
    0.0%, 13.0, 22.4%, 0.0%, 1.7%, -2.4, -19.7%
Cc1c(Br)c([N+](=O)[O-])nn1CC(=O)Nc1ccc(CC#N)cc1
    ., 18.4, -16.1%, ., 0.9%, 1.3, ?
COc1ccc(NC(=O)CCN2C(=O)c3ccncc3C2=O)cc1OC
    -4.7%, -1.4, -0.9%, -2.3%, 5.6%, -5.0, 17.2%

3 of the compounds above, as labelled records:
> Cc1c(Br)c([N+](=O)[O-])nn1CC(=O)Nc1ccc(CC#N)cc1
  AMA1-RON2 inh = . | Shiga inhibitor = 18.4 | Pf growth 48h = -16.1% | TbPYK inhibitor = . | LmPK inh = 0.9% | Cycloheximide cs = 1.3 | Pf growth 96h = ?

> C=CCn1c(N)c(C(=O)OCC(C)C)c2nc3ccccc3nc21
  AMA1-RON2 inh = 20.3% | Shiga inhibitor = -16.8 | Pf growth 48h = ? | TbPYK inhibitor = 0.0% | LmPK inh = 2.7% | Cycloheximide cs = -7.0 | Pf growth 96h = 39.3%[activator]

> [N-]=[N+]=NCc1cn2cccnc2n1
  AMA1-RON2 inh = 11.3% | Shiga inhibitor = -21.9 | Pf growth 48h = 32.3%[activator] | TbPYK inhibitor = 5.9% | LmPK inh = -0.2% | Cycloheximide cs = -2.3 | Pf growth 96h = 39.0%[activator]

Next section
Under each structure: AMA1-RON2 inh, Shiga inhibitor, Pf growth 48h, TbPYK inhibitor, LmPK inh, Cycloheximide cs, Pf growth 96h
COc1ccc(/C=C(/CC(=O)Nc2ccc(C)cc2)c2nc3ccccc3s2)cc1
    6.6%, 19.4, -17.0%, -5.6%, -1.4%, 21.2*, ?
COC(=O)c1ccc(SC2CCCCC2)c([N+](=O)[O-])c1
    -25.5%, -5.4, 12.7%, 12.3%, 6.3%, 10.3, 96.1%[activator]
CCCn1c(N)c(C(=O)CSc2nc(N)cc(=O)[nH]2)c(=O)n(C)c1=O
    -7.6%, ., ?, 5.2%, ., ., 4.65µM*
CCOC(=O)C1CCN(C(=O)CSc2ccc(Br)cc2)CC1
    -10.2%, -7.6, 2.4%, 2.1%, 1.6%, 10.4, -2.1%
O=S(=O)(c1ccc(Cl)cc1)N1CCCCCC1
    9.3%, 13.0, 1.5%, 2.0%, -2.2%, -3.4, 2.9%
Fc1cccc(Cl)c1Cn1nnc2c(NCc3ccncc3)ncnc21
    8.0%, -12.9, ?, 0.4%, 4.5%, -2.3, i
O=P(Nc1ccccc1)(Nc1ccccc1)Oc1ccccc1
    3.1%, -8.7, -4.5%, -0.2%, 0.5%, -2.7, 4.9%
Cc1[nH]nc(SCC(=O)N2CCC(C)CC2)c1[N+](=O)[O-]
    -6.9%, 17.6, ., -3.9%, -2.4%, 16.7*, -25.3%
O=C(O)C1(P(=O)(c2ccc(Cl)cc2)c2ccc(Cl)cc2)CCCC1
    -8.3%, -6.3, -3.1%, 0.6%, -2.0%, -2.5, 31.5%[activator]
C=CCSc1nc2c(c(=O)[nH]c(=O)n2C)n1Cc1ccc(C)cc1
    8.2%, -3.3, -14.2%, -13.8%, 4.1%, -1.9, ?
CC(O)c1cccc(NC(=O)C2CCCCC2)c1 (centres undefined)
    2.1%, -3.6, 7.8%, -2.2%, -2.6%, 1.9, -4.5%
Cc1ccc(NC(=S)N(CCCN2CCCC2)Cc2cccn2Cc2ccc(Cl)cc2)cc1C
    -0.7%, -27.1, ?, 3.5%, -5.6%, -5.8, 37.3%[activator]
COC(=O)c1ccc(NC(=O)CN2C(=O)CSC2=O)cc1
    -14.9%, 17.2, 13.5%, -2.1%, -9.9%, 15.5*, .
Nc1ccc(CN2CCCCCC2)cc1
    2.9%, -1.3, -19.4%, -3.9%, 9.9%, 6.3, -23.8%
Cc1cc(=O)oc2c(C)c(OCC(=O)N3CCN(c4ccccc4)CC3)ccc12
    -6.9%, -5.0, -8.2%, -4.8%, 7.5%, 9.0, -5.4%
CCOC(=O)c1c(NC(=O)CSc2nnc(Cc3ccccc3)o2)sc(C(C)=O)c1C
    20.7%, -3.5, -21.2%, -4.9%, 11.1%, 14.0, .
Cc1cc(C)c(NC(=O)COC(=O)CCc2ccc(S(=O)(=O)N3CCCCC3)cc2)c(C)c1
    4.0%, -6.1, -4.3%, -12.8%, 3.3%, -1.6, -11.1%
CC(C)c1ccc2c(c1)C1(NN=C(c3ccccc3)S1)C(=O)N2 (centres undefined)
    ?, 68.0*, 3.29µM*, -13.7%, -6.4%, 33.2*, ?
Cn1cc(C(=O)NCCN2CCN(c3cccc(Cl)c3)CC2)c2c3ccccc3n(C)c2c1=O
    6.3%, 5.1, 1.04µM*, 5.9%, -7.2%, -2.5, ?
CN(C)S(=O)(=O)c1cc(NC(=O)CNCCN2CCOCC2)ccc1Cl
    26.5%, 5.8, -1.8%, 42.6%[activator], -5.8%, 2.1, 8.8%
